High-throughput results deposited in PubChem by Sanford-Burnham Center for Chemical Genomics.
Jurkat NFkB inh = lowers PMA/ionomycin-induced NF-kB signal in Jurkat cells; 330,000 compounds, 0.53% hits; inhibition, % at 4 µM; AID 435003; PMA/ionomycin-induced NF-kB luciferase reporter, luminescence; in the data active = inhibition above about 50%
Mdm2-MdmX inh = inhibitors of human Mdm2/MdmX interaction; 330,000 compounds, 3% hits; SaOS-2 split-luciferase Mdm2/MdmX complementation, luminescence; inhibition, % at 8 µM; O15151+Q00987;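 active = inhibition of at least 50% at 8 µM in the primary screen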
APJ antagonist = antagonists of human APJ apelin receptor; P35414; 330,000 compounds, 0.32% hits; inhibition, % at 20 µM; AID 2521; CHO-K1 APJ beta-arrestin complementation, luminescence;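 active = inhibition above about 40% at 20 µM, limit read from the data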;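 note: cells challenged with 10 nM apelin-13 agonist together with compound; plate controls were apelin-13 plus DMSO wells for no effect and DMSO wells lacking apelin-13 for full effect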
Target sequence (P35414 whole entry, looked up): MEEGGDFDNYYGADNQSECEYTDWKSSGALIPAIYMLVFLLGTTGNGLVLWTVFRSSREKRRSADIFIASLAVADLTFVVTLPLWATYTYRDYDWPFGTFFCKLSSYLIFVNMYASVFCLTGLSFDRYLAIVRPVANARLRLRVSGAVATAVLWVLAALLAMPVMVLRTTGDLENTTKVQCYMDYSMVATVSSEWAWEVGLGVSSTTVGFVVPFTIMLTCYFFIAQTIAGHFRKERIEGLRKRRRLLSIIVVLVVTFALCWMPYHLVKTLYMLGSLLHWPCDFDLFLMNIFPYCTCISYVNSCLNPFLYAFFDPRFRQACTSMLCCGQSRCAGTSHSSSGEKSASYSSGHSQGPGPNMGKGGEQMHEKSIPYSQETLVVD
697 NFkB inh = lowers PMA/ionomycin-induced NF-kB signal in 697 B cells. 697 B-cell NF-kB luciferase reporter, 16 h. inhibition, % at 4 µM. 330,000 compounds, 0.33% hits. AID 435022; in the data active = inhibition above about 35%
XBP1 UPR activ = adaptive UPR (XBP1) activation. activation, % at 20 µM. CHO-XBP1 luciferase reporter, IRE1-XBP1 UPR activation, luminescence; percent of tunicamycin response, DMSO as zero. AID 463104. 330,000 compounds, 0.33% hits;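 active = versus positive control, 20 µM dose yields 30% or more activation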;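 note: 100% = tunicamycin at 10 µg/mL and 0% = DMSO only wells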
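Assay system: CHO-XBP1 luciferase reporter cells; Schedule: 6 h treatment, 37 °C; Detection: glow luminescence from Steady-Glo reagent; Benchmarks: high control tunicamycin 10 µg/mL final, low control DMSO vehicle only.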
UPR CHOP act = apoptotic UPR (CHOP) activation; CHO-CHOP luciferase reporter, luminescence; percent of tunicamycin response over DMSO baseline; activation, % at 10 µM; 330,000 compounds, 0.34% hits; AID 449763;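 active = at 10 µM dose, activation of 40% or more, normalized to positive control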;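 note: 100% = tunicamycin at 10 µg/mL and 0% = DMSO alone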
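assay system = CHO CHOP reporter cells | amount = 500 CHO-CHOP cells per well | buffer or medium = F12 with 10% FBS | incubation = 16-18 h cell attachment, then 6 h compound exposure, 37 °C | detection = luminescence read with Steady-Glo | read-out = percent activation relative to tunicamycin control | controls = tunicamycin high control, DMSO low control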
APJ ag = agonists of human APJ apelin receptor. P35414. CHO-K1 APJ PathHunter beta-arrestin, luminescence; 0% DMSO wells, 100% apelin. activation, % at 20 µM. 330,000 compounds, 0.11% hits. AID 2520;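 active = activation more than six SD over the plate average, tested at 20 µM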;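 note: 0% = DMSO alone and 100% = apelin-13 at 10 nM; some results filed as inactive read as strong as hits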
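Material: CHO-K1 APJ beta-arrestin complementation cell line; Input: cell density 1000 per well; Incubation: compound stimulation 90 min at 25 °C, detection 60 min; Signal: luminescence from split beta-galactosidase complementation, Galacton Star/Emerald II substrate; Controls: DMSO-only wells as negative, 10 nM Apelin-13 as positive control.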
tim23-1 inh = tim23-1 yeast growth inhibition | S. cerevisiae tim23-1 growth, BacTiter-Glo luminescence, 24 h | inhibition, % at 20 µM | 330,000 compounds, 1.3% hits | AID 463212;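 active = growth inhibition of the mutant yeast at or above 50%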;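 note: temperature-sensitive mutant grown at 25 °C; plate controls were DMSO-treated mutant yeast for no effect and medium wells lacking yeast for full effect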
* hit, by the source's call; & = joins results of further samples.

SMILES | Jurkat NFkB inh | Mdm2-MdmX inh | APJ antagonist | 697 NFkB inh | XBP1 UPR activ | UPR CHOP act | APJ ag | tim23-1 inh
Cc1cc(F)ccc1S(=O)(=O)Nc1ccccc1C(=O)Nc1ccccc1N1CCOCC1 | 0 | -4 | 1 | -7 | -1 | -1.4 | 0 | 18
O=C(NCCC1=CCCCC1)C1CCC(CNc2nc(=S)[nH]c3ccccc23)CC1 (centres undefined) | 0 | 33 | -17 | -1 | 10 | 2.7 | 0 | -2
COC(=O)C1=C(C)N(c2ccc(C)cc2)/C(=C/c2cccs2)C1=O | -3 | -4 | 20 | 26 | 0 | -0.5 | -3 | 34
Cc1nc(OCC(=O)c2ccc(Cl)cc2)c(C#N)c2c1COC(C)(C)C2 | -5 | 14 | -4 | 14 | -5 | -2.9 | -4 | -2
COc1ccc(OC)c(-n2c(=O)c3ccccc3c3ccccc3c2=O)c1 | 43 | -7 | -1 | -17 | 0 | -0.7 | 4 | 35
CCOCCOC(=O)NCCCCCCNC(=O)OCCOCC | -15 | -2 | -11 | -18 | 0 | -0.4 | 2 | 18
O=C(c1ccc(Cn2c(=O)[nH]c3ccccc3c2=O)cc1)N1CCN(c2ccc(Cl)cc2)CC1 | 4 | 65* | -28 | -49 | 7 | 7.7 | 22 | 6
NC(=O)NC(CC(=O)OCC(=O)NC(=O)NCc1ccco1)c1ccc(Cl)cc1 (centres undefined) | 4 | -13 | 12 | 1 | -1 | 1.9 | 0 | 10
COc1ccc(N(CC(=O)Nc2cc(Cl)ccc2OC)S(=O)(=O)c2c(C)noc2C)cc1 | 69* | 37 | 1 | -23 | 1 | 0.8 | -2 | 35
COc1ccc2oc(C(=O)N3CCN(S(=O)(=O)c4ccc(F)cc4)CC3)c(C)c2c1 | 12 | 10 | 1 | 18 | -2 | 0.1 | 0 | 33
COC(=O)c1ccccc1NC(=O)c1cc2n(n1)C(C(F)F)CC(C(F)F)N2 (centres undefined) | 12 | 16 | 2 | 20 | -3 | -0.6 | -1 | -1
COc1ccc(OCCCC(=O)Nc2cccc([N+](=O)[O-])c2)cc1 | -7 | 35 | -10 | -9 | -2 | 0.1 | 2 | 9
COc1cc(S(=O)(=O)Nc2cccc(C)c2)ccc1N=Cc1c(C)[nH]n(-c2ccccc2)c1=O | 47 | 42 | 3 | -26 | 6 | 4.7 | 1 | -7
CC(C)(C)c1cc[n+](/C(C(=S)NC2CC2)=C(/[O-])c2ccc(Cl)s2)cc1 | 7 | -11 | -1 | -14 | -4 | -4.2 | -3 | -22
Cc1cc(Nc2ccccc2)n(C(=O)c2ccc(N)cc2)n1 | -40 | -22 | -8 | -2 | -2 | 2.3 | -4 | 58*
CN(C)/C(CN1CCN(C=O)CC1)=C1\N=C(c2ccccc2)OC1=O | -1 | -1 | -16 | -9 | 1 | 0.3 | -5 | -3
Cc1cccc(N2CCN(C(=O)c3cc(S(=O)(=O)N(C)C)ccc3N3CCCC3)CC2)c1C | 3 | 18 | 10 | 7 | -4 | -0.3 | -2 | -13
Cc1cccc(C)c1NC(=O)NC1(C(=O)NCCCN2CCOCC2)CCCCC1 | -12 | 15 | -1 | 4 | -4 | 0.6 | -3 | 4
Cc1cccc(C(=O)NC(NCc2ccco2)C(Cl)(Cl)Cl)c1 (centres undefined) | 8 | 26 | 19 | 5 | 4 | -0.2 | 1 | 15
COc1cc(C2C(C#N)=C(N)Oc3cc(C)oc(=O)c32)ccc1OC(=O)N1CCOCC1 (centres undefined) | 4 | 20 | -6 | 8 | 0 | -1.3 | -3 | 5
O=C(Nc1ccc(Cl)cc1)N1CCCN(c2ccc(C(F)(F)F)cc2[N+](=O)[O-])CC1 | -16 | 13 | -15 | -8 | -3 | 0.8 | -3 | 16
CCCC(C(=O)NCc1ccco1)N(C(=O)CNS(=O)(=O)c1ccccc1)c1ccccc1OC (centres undefined) | 4 | 25 | 11 | -7 | -4 | -0.5 | -5 | 5
O=C(CSc1nnc(CNC(=O)c2ccco2)o1)c1ccccc1 | 6 | 16 | 14 | 18 | 0 | 2.4 | 0 | 11
O=C(CCn1c(=O)[nH]c2ccccc2c1=O)N1CC=C(c2ccccc2)CC1 | -11 | -1 | -16 | 6 | 1 | -0.6 | -1 | 29
CC(C)(C)NC(=O)CSc1nnc(-c2ccccn2)n1-c1ccccc1 | -4 | -9 | 17 | 19 | -2 | -1.1 | -1 | 15
Cc1ccc2cc(CCNS(=O)(=O)c3ccc(Br)cc3)c(=O)[nH]c2c1C | -8 | 17 | -2 | 2 | -4 | -1.5 | -1 | 29
CCOc1cc(N2CCOCC2)c(OCC)cc1NC(=O)c1nn(CC)c(=O)c2ccccc12 | 16 | 86* | -21 | 15 | 3 | 11 | 2 | 23
CC(=O)Nc1cccc(Nc2nc(-c3ccccc3F)nc3ccccc23)c1 | -4 | 14 | 6 | 19 | 1 | 0.0 | 4 | 28
COc1ccc(OC)c(N(CC(=O)O)S(=O)(=O)c2ccc(OC)c(OC)c2)c1 | -13 | 12 | 1 | 1 | -4 | -0.1 | 3 | 2
Cc1[nH]c(C)c(S(=O)(=O)Nc2cccc(Cl)c2C)c1C(=O)N1CCCCC1 | 6 | -16 | -3 | 6 | 3 | -0.1 | 10 | 10

Given tab-delimited: part of the list above.
mol	Jurkat NFkB inh	Mdm2-MdmX inh	APJ antagonist	697 NFkB inh	XBP1 UPR activ	UPR CHOP act	APJ ag	tim23-1 inh
COc1cc(C2C(C#N)=C(N)Oc3cc(C)oc(=O)c32)ccc1OC(=O)N1CCOCC1 (centres undefined)	4	20	-6	8	0	-1.3	-3	5
O=C(Nc1ccc(Cl)cc1)N1CCCN(c2ccc(C(F)(F)F)cc2[N+](=O)[O-])CC1	-16	13	-15	-8	-3	0.8	-3	16
CCCC(C(=O)NCc1ccco1)N(C(=O)CNS(=O)(=O)c1ccccc1)c1ccccc1OC (centres undefined)	4	25	11	-7	-4	-0.5	-5	5
O=C(CSc1nnc(CNC(=O)c2ccco2)o1)c1ccccc1	6	16	14	18	0	2.4	0	11
O=C(CCn1c(=O)[nH]c2ccccc2c1=O)N1CC=C(c2ccccc2)CC1	-11	-1	-16	6	1	-0.6	-1	29
CC(C)(C)NC(=O)CSc1nnc(-c2ccccn2)n1-c1ccccc1	-4	-9	17	19	-2	-1.1	-1	15
Cc1ccc2cc(CCNS(=O)(=O)c3ccc(Br)cc3)c(=O)[nH]c2c1C	-8	17	-2	2	-4	-1.5	-1	29
CCOc1cc(N2CCOCC2)c(OCC)cc1NC(=O)c1nn(CC)c(=O)c2ccccc12	16	86*	-21	15	3	11	2	23
CC(=O)Nc1cccc(Nc2nc(-c3ccccc3F)nc3ccccc23)c1	-4	14	6	19	1	0.0	4	28
COc1ccc(OC)c(N(CC(=O)O)S(=O)(=O)c2ccc(OC)c(OC)c2)c1	-13	12	1	1	-4	-0.1	3	2
Cc1[nH]c(C)c(S(=O)(=O)Nc2cccc(Cl)c2C)c1C(=O)N1CCCCC1	6	-16	-3	6	3	-0.1	10	10

(list continues)
SMILES | Jurkat NFkB inh | Mdm2-MdmX inh | APJ antagonist | 697 NFkB inh | XBP1 UPR activ | UPR CHOP act | APJ ag | tim23-1 inh
COC(=O)c1ccc(S(=O)(=O)N2CCC(O)CC2)n1C | 13 | -27 | 11 | 18 | -1 | -0.2 | -1 | 12
CCC(=O)c1cn(CC(=O)Nc2c(C)cccc2C)c2ccccc12 | -5 | 14 | -17 | 1 | -2 | -1.8 | 0 | -5
CCCCn1c(N)c(N(CC(C)C)C(=O)c2ccc(-c3ccc([N+](=O)[O-])cc3)o2)c(=O)[nH]c1=O | -17 | 2 | -41 | 1 | 1 | -0.2 | 1 | -8
CC(=O)c1cccc(NC(=O)Nc2ccc3c(c2)N(C)C(=O)CS3)c1 | 13 | 51* | -13 | -3 | -3 | 1.8 | 2 | 2
Cc1ccccc1N1CC(C(=O)Nc2ccc(S(=O)(=O)N3CCOCC3)cc2)CC1=O (centres undefined) | 13 | -8 | 7 | -13 | -4 | 2.1 | -1 | -9
Cc1nn(-c2ccccc2)c(/N=C/c2ccc(O)cc2)c1-c1ccccc1 | -33 | -44 | 3 | -62 | 4 | 5.7 | -3 | 8
Cc1sc2nc(C(C)Sc3n[nH]c(N)n3)[nH]c(=O)c2c1C (centres undefined) | 3 | 9 | 20 | 8 | 0 | 1.2 | -6 | 2
Cc1[nH]c2ccccc2c1/C=N/NC(=O)c1cccc(S(=O)(=O)Nc2cccc(C(F)(F)F)c2)c1 | 7 | 26 | -8 | -15 | -2 | 0.8 | -1 | -10
Cc1ccnc(NS(=O)(=O)c2ccc(NC(=O)C3C4C=CC(C4)C3C(=O)O)cc2)n1 (centres undefined) | 10 | 9 | -23 | -4 | 1 | -2.1 | 0 | 3
O=C(COC(=O)c1cccnc1Nc1cccc(C(F)(F)F)c1)NC1CCS(=O)(=O)C1 (centres undefined) | 0 | -5 | -7 | -17 | -3 | -1.0 | -2 | 17
COc1cc(C#N)c(NC(=S)N2CCOCC2)cc1OC | -12 | 13 | -14 | 2 | -2 | 1.6 | -5 | -12
CCOC(=O)c1cc(-c2ccccc2)sc1NC(=S)Nc1cc(C)ccn1 | -20 | 26 | 17 | 5 | -2 | 0.8 | -2 | -12
CC(Oc1ccc(Cl)cc1)C(=O)N1CCCc2ccccc21 (centres undefined) | 2 | 20 | 21 | 23 | 0 | 1.2 | -4 | 20
O=C(c1ccccc1Cl)c1c(O)c2ccccc2oc1=O | 1 | -18 | -12 | 15 | 2 | -1.8 | 1 | -1
COCCn1c(=O)[nH]c2cc(C(=O)NCCN3CCN(c4cccc(Cl)c4)CC3)ccc2c1=O | -16 | 11 | 10 | -23 | -4 | 0.7 | -4 | 6
COc1ccccc1/C=N/NC(=O)c1csc(C)c1C | -35 | -5 | 13 | -21 | 1 | 5.0 | 0 | 8
COc1ccc(Cc2nnc(SCC(=O)c3ccc4c(c3)OCO4)o2)cc1 | 1 | 1 | 24 | -6 | -1 | 1.3 | -2 | 27
COc1ccc(CN2CCN(c3ccccn3)CC2)c(OC)c1C | 3&-10 | 19&17 | -2&-5 | -2&15 | -3&-2 | -1.3&-1.1 | -5&1 | 3&-14
O=C(CCC(=O)OCC(=O)c1ccc(Br)cc1)NC1CCCCC1 | -17 | -13 | 17 | -9 | 0 | 0.0 | -7 | 18
CC(C)OCCCN(C)C1CCN(S(=O)(=O)c2ccc(-c3cc(C(F)(F)F)no3)s2)CC1 | 12 | 50* | 2 | -9 | 2 | 1.7 | 0 | 7
Cc1ccc(N2CC(C(=O)OCC(=O)C(C)(C)C)CC2=O)cc1C (centres undefined) | -5 | 5 | -6 | 0 | 0 | -0.8 | 1 | 29
Cc1cccn2c(CN3CCNC(=O)CC3)c(C(=O)N(C)CCc3ccccc3)nc12 | 0 | 5 | 9 | 5 | -1 | -1.0 | 0 | -1
O=C(c1cc(S(=O)(=O)N2CCOCC2)c(Cl)cc1Cl)N1CCN(S(=O)(=O)c2cccc(F)c2)CC1 | 0 | 8 | -3 | 1 | -1 | 1.7 | -2 | 0

Rows were taken by chance (roughly 5% active in at least one column).
